IMP-1 inhibitor – inhibitors of Pseudomonas aeruginosa IMP-1 metallo-beta-lactamase | inhibition, % at 5.6 µM | AID 1556 | 0.45% of 290,000 active | purified IMP-1, nitrocefin hydrolysis, epi-absorbance fluorescence;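 active = inhibition above the mean plus 3 SD of all compounds in the same screening run, cut at about 4.5% in these data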;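 note: 0% = IMP-1 with DMSO and 100% = DMSO wells lacking enzyme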
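Material – recombinant IMP-1 enzyme, purified · Amount – IMP-1 0.2 nM before substrate addition · Medium – HEPES buffer pH 7.1 with ZnSO4 and Brij 35 · Timing – 25 °C, 15 min preincubation, 25 min reaction · Measured by – plate fluorescence quenching by hydrolysis product, ex 480/em 530 nm · Read-out – percent enzyme inhibition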
SUMO HTRF inh – inhibitors of human SUMOylation (UBC9); HTRF SUMOylation assay, SAE1/SAE2 + UBC9, in vitro; inhibition, % at 35 µM; 0.36% of 290,000 active; AID 2006; in the data active = inhibition above about 50%, passing the limit was not always enough; note: strong numbers were not always called active
Target sequence (P63279 whole entry, looked up): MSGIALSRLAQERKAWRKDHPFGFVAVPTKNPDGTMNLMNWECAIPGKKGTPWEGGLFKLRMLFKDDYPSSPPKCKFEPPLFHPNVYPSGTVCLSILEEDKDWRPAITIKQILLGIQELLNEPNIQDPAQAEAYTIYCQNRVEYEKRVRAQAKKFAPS
VIM-2 inhibitor – blocks Pseudomonas aeruginosa VIM-2 metallo-beta-lactamase; purified VIM-2, nitrocefin hydrolysis, epi-absorbance fluorescence; inhibition, % at 5.6 µM; 0.89% of 290,000 active;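 active = inhibition above the mean of all tested compounds plus 3 SD, cutoff set per screening run, cut at about 7.5% in these data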;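 note: red hydrolysis product quenches plate fluorescence so inhibitors raise well fluorescence; 0% = enzyme with DMSO and 100% = DMSO without enzyme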
pCIP destab – p/CIP protein destabilization; Q05BA5; F442A p/CIP-EGFP cells, EGFP fluorescence, 16 h; decrease of EGFP signal, % at 10 µM; 0.01% of 290,000 active; AID 1984;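 active = EGFP signal decrease of at least 30% at 10 µM or well 3 SD below plate mean, unless failing retest; inactive = the rest, including hits failing retest or dose response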; note: some compounds called inactive have numbers as strong as hits; many of its hits are not listed in these tables
IDE cell inh – inhibits human insulin-degrading enzyme in HEK cells | P14735 | FAbetaB cleavage, fluorescence polarization | inhibition, % at 5.59 µM | 0.41% of 320,000 active;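 active = percent inhibition above the average of all tested compounds plus 3 SD, set per screening campaign, cut at about 16% in these data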;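 note: IDE supplied by intact live HEK cells; FP after avidin binding of uncleaved biotin substrate so inhibition keeps polarization high; 0% = DMSO wells and 100% = 60 µM reference IDE inhibitor Ii1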
GalR3 antag – human GalR3 antagonism. AID 651719. inhibition, % at 3 µM. 0.44% of 360,000 active. HEK293 GalR3-CNG cAMP membrane potential fluorescence; galR3 body fused to GalR1 C-terminus;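 active = inhibition above the screen-wide average plus 3 SD, cut at about 13% in these data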;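 note: forskolin and galanin both at EC90 stimulate the cells; cAMP rise reported by CNG channel membrane potential dye signal; 0% = forskolin plus galanin with DMSO and 100% = forskolin alone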
Target sequence (O60755 1-299 limits assumed): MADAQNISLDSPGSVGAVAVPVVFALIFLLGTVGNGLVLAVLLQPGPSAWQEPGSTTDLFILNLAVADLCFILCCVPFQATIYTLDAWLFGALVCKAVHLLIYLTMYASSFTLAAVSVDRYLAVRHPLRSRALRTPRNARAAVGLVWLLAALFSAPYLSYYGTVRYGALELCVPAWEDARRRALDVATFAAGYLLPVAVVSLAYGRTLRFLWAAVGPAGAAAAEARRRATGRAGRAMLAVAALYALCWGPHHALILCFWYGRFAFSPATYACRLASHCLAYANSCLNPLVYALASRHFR
CRFR2-BP antag – antagonists of CRF-binding protein/CRF-R2 receptor complex. HEK293 CRF-R2/CRF-BP, CRF-induced calcium fluorescence. inhibition, % at 11.8 µM. 0.59% of 350,000 active. AID 588475;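 active = inhibition of the ligand-induced calcium signal above about 50% at the single tested concentration, limit read from the data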
IDE act – IDE (human) activation, cell-based. P14735. HEK cells, FAbeta-B cleavage, fluorescence polarization; 0% vehicle, 100% cell-free pure enzyme wells. activation, % at 5.96 µM. 0.073% of 340,000 active. AID 493087;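 active = activation above the mean of all tested compounds plus 3 SD, set per screening campaign, cut at about 17% in these data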
NS3 helicase inh – HCV NS3 helicase inhibition. 0.56% of 290,000 active. NS3 helicase DNA unwinding, Cy5 molecular beacon fluorescence. inhibition, % at 10.9 µM;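 active = inhibition above the mean of all tested compounds plus 3 SD, set per campaign, cut at about 35% in these data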;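 note: 0% = DMSO wells and 100% = thioflavine S control wells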
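Compound dosing – single dose, 10.9 µM nominal final, DMSO 0.8% final · System – NS3 helicase fragment of HCV · Buffer or medium – MOPS pH 6.5, MgCl2, DTT, Tween20, BSA · Signal – Cy5 beacon fluorescence read at start and 1 h · Also added – annealed dual-labelled DNA beacon duplex, ATP-started · Schedule – 1 h at 25 °C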
An asterisk follows results filed as active; / = no result given.

SMILES	IMP-1 inhibitor	SUMO HTRF inh	VIM-2 inhibitor	pCIP destab	IDE cell inh	GalR3 antag	CRFR2-BP antag	IDE act	NS3 helicase inh
CC(=O)c1cccc(NC(=O)C2=CC(c3ccco3)=NS(=O)(=O)N2C)c1	-1.4	/	-0.2	5	5	5	-2	2	7
Cc1nn(CC(=O)N2c3ccccc3NC(=O)C2(C)C)c(C)c1[N+](=O)[O-]	-4.1	-2	-4.5	-9	-9	-1	0	-2	-3
COc1ccccc1NC(=S)N(CCN(C)C)C(C)c1ccncc1 (stereo not given)	-1.9	24	-3.0	-11	5	-4	6	9	-7
Cc1ccc(N2C(=S)SC3CS(=O)(=O)CC32)cc1 (stereo not given)	-2.1	2	-2.1	2	3	-4	1	0	-12
CCC(NC(=O)COC(=O)C1CC2CCCC(C1)C2=O)c1ccc(Br)cc1 (stereo not given)	/	/	/	/	-3	-4	6	0	/
Cc1ccc(NC(=O)N2CCC(=O)N2)cc1	-1.9	-4	-5.2	-12	0	-5	2	1	1
C/C(CC(=O)Nc1ccccn1)=N\NC(=O)c1ccccc1O	-5.7	8	-4.5	-11	-5	-7	-30	-1	5
O=C(O)C(Cc1ccccc1)N=C(NS(=O)(=O)c1ccccc1)c1ccccc1 (stereo not given)	/	/	/	/	4	-3	6	1	/
CCOC(=O)N1CCN(C(=O)CS(=O)Cc2nc(-c3cccc(C)c3)oc2C)CC1 (stereo not given)	-2.0	25	-3.2	-5	1	/	12	3	1
O=C(CSc1nnc(-c2c[nH]c3ccccc23)n1CC1CCCO1)Nc1ccc2c(c1)OCCO2 (stereo not given)	-2.8	-9	-5.5	2	0	-1	-8	-7	5
Cc1ccsc1C(=O)N1CCN(S(=O)(=O)c2cccs2)CC1	-3.3	-2	-1.8	-6	1	0	3	-2	-22
O=C(O)C1CCN(Cc2cccnc2)CC1	-1.5	12	-1.8	2	-2	1	5	1	2
C/C(=N\Nc1ccccn1)c1cccs1	-3.0	-16	-5.4	2	0	-6	-17	-1	-2
C=CCc1ccccc1OCC(O)CNC(=O)c1ccccc1C(=O)O (stereo not given)	-3.6	15	-1.8	-1	0	-6	-5	4	4
O=C1CC(N2CCN(c3ccc(F)cc3)CC2)C(=O)N1Cc1ccc(N2CCCC2=O)cc1 (stereo not given)	-2.7	10	-0.8	-4	/	0	-37	-1	-4
Nc1c(C(=O)OCC2CCCO2)c2nc3ccccc3nc2n1-c1ccc2c(c1)OCCO2 (stereo not given)	-3.7	-18	-1.4	-12	2	-3	7	/	0
COC(=O)[C@H]1CCCN1C(=O)Nc1cccc(Oc2c(F)c(F)c(F)c(F)c2F)c1	-2.4	-12	1.5	-5	-4	2	-30	-1	-5
COc1cc(C(=O)NNC(=O)CCOc2ccccc2C)cc(OC)c1OC	/	/	/	/	0	-6	10	8	/
CCON1C(=O)C(C)(C)N(OCC)C(=O)C1(C)C	-2.7	-8	-0.6	-4	0	-1	5	5	-29
Cc1c(C(=O)O)cnc2c([N+](=O)[O-])cnn12	-3.3	5	-2.0	-7	6	-4	11	6	19
O=C(CCN1CCN(c2ccc(F)cc2)CC1)Nc1ccccc1F	-1.7	7	-0.7	-2	-5	-4	-5	9	-11
Cc1cc(C)cc(N=c2c([N+](=O)[O-])nn(-c3ccc(Cl)cc3)n2O)c1	-2.0	-4	-3.8	3	-5	3	-23	10	1
CCOC(=O)c1nn(-c2ccc(F)cc2)c(C)c1C(C)=O	-1.7	6	-1.3	-3	0	-3	-9	6	4
Cc1ccc(-c2nc(SCC(=O)N(C)C3CCS(=O)(=O)C3)[nH]c2-c2ccc(C)cc2)cc1 (stereo not given)	-6.9	-10	-0.8	-13	0	-7	-18	-7	0
CC(Sc1nnnn1C1CC1)C(=O)N1CC(=O)Nc2ccccc21 (stereo not given)	/	/	/	/	-2	-5	-1	6	/
O=C(CCN1CCN(C(=O)c2ccccc2)CC1)c1ccc(Br)cc1	-7.3	14	-2.8	-8	7	-7	4	0	6
CCN1C(=O)c2ccc(C(=O)Nc3ccc4c(c3)OCO4)cc2C1=O	-2.1	16	-0.3	5	1	1	-9	0	4
CSc1nc2ccc(NC(=O)c3ccc(=O)[nH]c3)cc2s1	-3.1	5	-0.8	-3	3	-8	7	1	2
CC(C)(C)c1ccc(C(=O)NCC(=O)NCc2ccccn2)cc1	/	/	/	/	9	-1	-5	1	/
CC(C)C(=O)Nc1ccc(C(=O)CSc2nnc(C3CC3)n2C2CC2)cc1	/	/	/	/	0	1	-18	1	/
Cc1ccc(CNC(=O)COC(=O)c2cc3c(s2)CCC(C)C3)cc1 (stereo not given)	-0.3	24	-1.1	-7	-3	-4	14	0	-4
CCN(CC(=O)Nc1ccccc1C(F)(F)F)C(=O)C1CC(=O)N(Cc2ccccc2)C1 (stereo not given)	/	/	/	/	-5	-3	10	5	/
CC(NC(=O)CSc1nc(=O)cc(N)n1CCc1ccccc1)c1ccccc1 (stereo not given)	-3.2	9	-1.1	-8	2	-2	-9	1	4
O=C(COc1ccccc1F)c1ccc(O)cc1O	-5.2	-29	-2.4	6	7	-3	-3	1	2
CC1CCCN(C(=O)CNC(=O)c2cccs2)C1 (stereo not given)	/	/	/	/	-2	-7	2	-2	/
Cc1c(C)n(CCC#N)c2ccccc12	-3.7	-1	-2.7	-10	-1	0	16	2	4
Cc1ccc2c(c1)Oc1ccccc1C=C2C(=O)O	1.2	15	2.2	-7	-2	-1	2	2	20
COc1ccc(NC(=O)N(Cc2cc3cc(OC)c(OC)cc3[nH]c2=O)CC2CCCO2)cc1 (stereo not given)	0.5	10	-0.8	-6	11	1	11	3	2
CCS(=O)(=O)c1ccc(O)c(NC(=O)COc2ccccc2)c1	0.9	-6	-1.7	1	6	-7	30	6	6
Cc1cc(C)n(CCc2nc(-c3cccs3)cs2)n1	3.5	22	-0.7	-4	6	-5	31	1	-12

Part of the list above in another layout:
canonical_smiles | IMP-1 inhibitor | SUMO HTRF inh | VIM-2 inhibitor | pCIP destab | IDE cell inh | GalR3 antag | CRFR2-BP antag | IDE act | NS3 helicase inh
Cc1ccc(CNC(=O)COC(=O)c2cc3c(s2)CCC(C)C3)cc1 (stereo not given) | -0.3 | 24 | -1.1 | -7 | -3 | -4 | 14 | 0 | -4
Cc1c(C)n(CCC#N)c2ccccc12 | -3.7 | -1 | -2.7 | -10 | -1 | 0 | 16 | 2 | 4
CCS(=O)(=O)c1ccc(O)c(NC(=O)COc2ccccc2)c1 | 0.9 | -6 | -1.7 | 1 | 6 | -7 | 30 | 6 | 6

Continued.
SMILES	IMP-1 inhibitor	SUMO HTRF inh	VIM-2 inhibitor	pCIP destab	IDE cell inh	GalR3 antag	CRFR2-BP antag	IDE act	NS3 helicase inh
Cc1ccc(C)c(OCCCC(=O)NC2CCCCC2)c1	-2.3	7	0.2	-8	1	-11	4	-2	3
COc1ccc(-c2cc(C(F)(F)F)c(C#N)c(SCC(=O)O)n2)cc1	-3.4	-3	-2.6	8	-3	2	0	3	18
O=[N+]([O-])c1ccc(CP(=O)(c2ccccc2)c2ccccc2)cc1	-4.1	6	-1.2	-6	/	-12	16	1	1
COc1ccc(C(=O)Nc2ccccc2C(=O)NCCN2CCOCC2)cc1	-3.4	-2	-4.5	-9	7	3	8	2	4
COc1ccc(N=C2CCS(=O)(=O)c3sccc32)cc1	-4.8	2	-8.0	5	1	-7	14	3	0
OC(COc1ccc(C2C=CCC2)cc1)CN1CCCCC1 (stereo not given)	0.9	-17	2.1	-4	3	-7	-39	6	-30
O=C(O)CC1(CC(=O)NCc2ccc(-c3cccs3)cc2)CCCCC1	-3.6	21	-2.5	-18	-1	1	-4	7	18
CCC1(C(=O)O)NC(c2cccc(OC)c2O)C2C(=O)N(c3ccccc3)C(=O)C21 (stereo not given)	-3.0	2	-2.7	7	1	3	1	2	1
COC(=O)c1nnn(-c2cccc(Cl)c2)c1C(=O)OC	-1.1	10	-1.2	10	-2	-1	1	1	4
COC(=O)Cn1c(CN2CCc3ccccc3C2)nc2c1c(=O)n(C)c(=O)n2C	/	-4	/	-3	1	/	2	-5	/
COC(=O)CSc1nc2ncccc2[nH]1	0.6	-6	-1.5	8	6	-4	3	4	-14
Cc1cccc(C(=O)NCCCn2ccnc2)c1C	-2.8	2	-3.4	-10	4	-5	10	4	10
CC1(C)OC(=O)C(=CNc2ccc(F)cc2)C(=O)O1	-4.8	11	-0.4	-17	0	-3	3	4	9
Cc1ccc(C(=O)NC(NC(=S)Nc2ccc(S(N)(=O)=O)cc2)C(Cl)(Cl)Cl)cc1 (stereo not given)	-2.5	0	-1.4	-9	-3	-4	-3	1	28
Cc1ccc(-c2nc3c(c(=O)[nH]c(=O)n3Cc3ccccc3)n2C)o1	-1.5	29	-0.2	1	/	-9	9	2	16
O=C(Nc1cccnc1)c1cccc(-c2cc3ccccc3oc2=O)c1	-0.8	25	0.9	-1	-2	-5	18	-2	-5
COc1ccc(Cl)cc1C(=O)Nc1ccc2nc3n(c(=O)c2c1)CCCC3	2.2	6	1.3	4	/	-10	1	-14	2
COC(=O)C1CCN(C(=O)c2cc3ccccc3oc2=O)CC1	-2.4	2	-2.6	13	3	-6	-21	6	9
COc1cc(C(=O)OCc2cc(=O)n3ccsc3n2)ccc1OC(C)C	/	/	/	/	0	-4	8	-1	/
COc1ccc(Cn2c(=S)[nH]c3ccccc32)cc1	-1.7	-2	-1.7	-1	0	-2	-7	3	-14
N/C(=N\c1nc(CSc2ccc(Cl)cc2)cc(=O)[nH]1)Nc1cccc2ccccc12	-1.2	6	-3.8	-2	-2	-2	-22	-3	1
CCOC(=O)c1cc(CC)sc1NC(=O)CN1CCN(C(=O)c2ccco2)CC1	-2.7	4	-3.4	4	-6	-5	6	1	11
CC(=O)Nc1ccc(S(=O)(=O)N2CCC(NC(=O)c3ccco3)CC2)cc1	-3.9	25	-1.3	-3	1	5	20	4	1
COc1cccc(N2[C@@H](CC(C)=O)c3cc(C(F)(F)F)ccc3S2(=O)=O)c1	/	/	/	/	5	-3	-6	5	/
Cc1ccc(CN2CCN(/N=C/C(Br)=C\c3ccccc3)CC2)cc1	-0.3	-1	-0.9	-9	3	-2	-74	/	-18
Cc1ccc(-c2cccc(OC(=O)c3ccccc3F)c2)cc1	-0.9	-2	-2.2	-10	6	-4	20	2	7
CCc1ccc(CNC(=O)CCn2ccc3cc(S(=O)(=O)N4CCCC4)ccc32)cc1	-0.4	-5	-1.3	-3	1	-7	-23	-4	-8
S=c1[nH]nc(-c2ccncc2)n1/N=C/C=C/c1ccco1	-1.6	91*	-0.8	-6	0	-2	-9	6	29
O=C(COc1ccc2ccc(=O)oc2c1)Nc1ccc2c(c1)OCCO2	-3.1	/	-2.3	/	7	-4	10	2	1
O=C(N/N=C/c1ccc(OC(=O)c2ccccc2Cl)cc1)c1cc(O)cc(O)c1	-2.1	42	0.1	1	/	-2	-4	-8	14
COc1ccc(S(=O)(=O)Nc2ccccn2)cc1OC	-1.2	-7	-3.7	0	-10	-2	13	-1	3
COc1ccc(/C=C/C(=O)c2cc(F)ccc2OC(=O)c2ccccc2C)cc1OC	-2.5	-6	-3.5	-10	-1	-4	-11	1	-17

Source: PubChem BioAssay (several laboratories)
